Screens (PubChem)
Mcl1-Bid inh – Mcl-1/Bid interaction inhibition | AID 1021 | TR-FRET Mcl-1/Bid-Dy647 peptide binding, 1536-well | actives 0.97% (n = 220,000) | Q07820 | inhibition, % at 21.7 µM;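 active = compounds that cut the binding signal by more than half at the single screening dose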;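 also: His-tagged Mcl-1 with europium anti-His antibody binding Bid BH3 peptide; 0% = Mcl-1 plus peptide wells and 100% = peptide-only wells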
Target sequence (Q07820 whole entry, looked up): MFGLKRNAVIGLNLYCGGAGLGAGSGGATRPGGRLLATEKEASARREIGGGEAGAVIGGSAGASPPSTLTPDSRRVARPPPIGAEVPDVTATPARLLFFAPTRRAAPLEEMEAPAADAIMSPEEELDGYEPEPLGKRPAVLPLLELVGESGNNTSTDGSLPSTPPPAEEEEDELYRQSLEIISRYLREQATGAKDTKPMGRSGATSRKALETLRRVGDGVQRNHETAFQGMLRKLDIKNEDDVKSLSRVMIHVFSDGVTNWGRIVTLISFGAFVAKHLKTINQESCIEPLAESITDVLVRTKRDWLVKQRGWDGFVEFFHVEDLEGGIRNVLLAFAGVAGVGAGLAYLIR
GSH bead fluor – compound fluoresces at 488/530 nm on GSH beads | GSH beads flow cytometry, compound fluorescence 488/530 nm; active compounds read high | fluorescence (KMESF) at 10 µM | actives 0.25% (n = 190,000) | AID 1776; in the data active = fluorescence above about 89;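 also: glutathione beads carrying GST-tagged Bcl family fusion proteins plus one bare bead set; values are compound well signal with DMSO vehicle wells as background; inactives centre near 16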
Cdc42 wt – changes GTP binding to wildtype human Cdc42; P60953; AID 761; GST-Cdc42 beads, Bodipy-GTP binding, flow cytometry; actives lie on both sides; percent activity (GTP binding), % at 10 µM; actives 0.2% (n = 190,000);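 active = percent activity GTP binding at least 20 points away from the 100% baseline, either down as inhibitor or up as activator; inconclusive = compound flagged as likely green fluorescent from well-wide comparison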;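 also: median bead fluorescence of bound Bodipy-FL-GTP at 100 nM; 0% = excess unlabeled GTP control and 100% = no compound control; below 100% means less GTP binding so inhibitor and above means activator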
Target sequence (P60953 whole entry, looked up): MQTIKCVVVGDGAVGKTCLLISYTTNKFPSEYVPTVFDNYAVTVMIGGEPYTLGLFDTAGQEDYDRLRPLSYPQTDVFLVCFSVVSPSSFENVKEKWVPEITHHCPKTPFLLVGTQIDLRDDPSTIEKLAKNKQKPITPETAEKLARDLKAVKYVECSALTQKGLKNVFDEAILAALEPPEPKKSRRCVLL
Rac1 act GTP bind – human Rac1 activated mutant GTP binding change. P63000. GST-Rac1 activated beads, fluorescent GTP binding, flow cytometry; actives lie on both sides; 100% means binding = to untreated wells. percent activity (GTP binding), % at 10 µM. actives 0.11% (n = 190,000);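 active = GTP binding at least 20 percentage points away from the 100% baseline, in either direction, so actives lie on both sides; inconclusive = Compound likely fluorescent itself, or too few beads counted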
Pf gametocyte – kills late stage P. falciparum gametocytes; P. falciparum stage V gametocytes, ATP luminescence, 24 h; inhibition, % at 10.9 µM; actives 0.065% (n = 150,000); AID 743093;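 active = inhibition above the mean plus 3 SD of compounds within the control limits, set per campaign, cut at about 38% in these data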;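 also: 0% = DMSO wells and 100% = medium only without gametocytes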
Mcl1 Noxa PPI – Mcl-1/Noxa interaction inhibition | Q07820 | TR-FRET Mcl-1/Noxa peptide binding, 2 h | inhibition, % at 21.7 µM | actives 1.5% (n = 220,000);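 active = compounds that cut the protein-peptide binding signal by more than 50% relative to plate controls in a single-dose test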;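 also: His-tagged Mcl-1 with rhodamine Noxa BH3 peptide and terbium anti-His antibody; 0% = Mcl-1 plus Noxa peptide wells and 100% = peptide-only wells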
Rab7 wt modul – modulators of GTP binding to dog Rab7 wildtype GTPase. GTP binding activity (percent of control), % at 10 µM. GST-Rab7 beads, fluorescent GTP binding, flow cytometry; actives lie on both sides; untreated = 100%, excess cold GTP = 0%. actives 0.055% (n = 190,000);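 active = fluorescent GTP binding to Rab7 beads changed by at least 20 points from the 100% baseline, either direction, mostly lower; inconclusive = compound itself probably fluorescent, or too few beads counted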;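 also: median green fluorescence of bound Bodipy-FL-GTP per Rab7 bead population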
HRas wt GTP bind – human HRas wildtype GTP binding, change in either direction; GST-Ras wt beads, Bodipy-FL-GTP binding, flow cytometry; actives lie on both sides; actives 0.14% (n = 190,000); P01112; GTP binding activity, % at 10 µM;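 active = GTP binding activity at least 20% away from the 100% baseline, either lowered as inhibitor or raised as activator; inconclusive = flagged as likely green fluorescent, judged across all proteins in the well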;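 also: 0% = unlabeled GTP competition control and 100% = no-compound control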
Target sequence (P01112 whole entry, looked up): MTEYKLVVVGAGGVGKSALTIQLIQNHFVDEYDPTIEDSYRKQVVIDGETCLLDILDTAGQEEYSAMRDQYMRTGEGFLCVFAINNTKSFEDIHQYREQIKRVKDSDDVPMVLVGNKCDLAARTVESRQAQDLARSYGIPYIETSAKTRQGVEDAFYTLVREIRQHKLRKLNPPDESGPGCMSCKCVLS
Avidin bead fluor – avidin bead compound fluorescence profile. actives 0.38% (n = 220,000). Avidin beads, compound fluorescence 488/530 nm, flow cytometry; active compounds read high. fluorescence (KMESF) at 10 µM; in the data active = fluorescence above about 47; also: inactives centre near 10
Rab2A wt mod – changes GTP binding to wildtype dog Rab2A, up or down. GTP binding activity, % at 10 µM. GST-Rab2 wt beads, Bodipy-GTP binding, flow cytometry. actives 0.19% (n = 190,000). AID 760;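 active = GTP binding activity at least 20 points away from 100%, either lowered or raised; inconclusive = signal likely due to the compound's own green fluorescence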;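 also: 0% = beads with excess unlabeled GTP and 100% = no-compound control corrected for plate trend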
Rac1 wt modul – modulators of human Rac1 wildtype GTP binding; P63000; actives 0.27% (n = 190,000); AID 757; GST-Rac1 beads, fluorescent GTP binding, flow cytometry; actives lie on both sides; 0 = cold GTP competed, 100 = untreated; GTP binding activity (% of control), % at 10 µM;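 active = GTP binding activity at least 20 points away from the 100% control level, either lower or higher; inconclusive = compound flagged as likely green fluorescent, judged across all proteins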
* = called active by the depositor; ? = inconclusive; · = not tested or not shown.

SMILES	Mcl1-Bid inh	GSH bead fluor	Cdc42 wt	Rac1 act GTP bind	Pf gametocyte	Mcl1 Noxa PPI	Rab7 wt modul	HRas wt GTP bind	Avidin bead fluor	Rab2A wt mod	Rac1 wt modul
O=C(Nc1cccnc1)c1ccc2c(c1)C(=O)N(CC1CCCO1)C2=O (centres undefined)	-16	13	91	92	-20	9	106	98	8	99	95
COc1ccc(C2NC(=S)NC(C)=C2C(=O)c2ccccc2)cc1OC (centres undefined)	-107	9	101	100	-21	-23	98	100	5	101	103
CCN(CC)Cc1c(NC(=O)c2ccccc2)sc(C)c1C	-29	11	96	95	-5	-21	102	99	3	97	96
COCCn1nc2cc(C(=O)NCC34CC5CC(CC(C5)C3)C4)ccc2c1OC	-54	22	103	101	2	1	97	103	5	106	103
Cc1cc(C)c(OCC(=O)OCCNC(=O)c2cccnc2)c(C)c1	18	14	99	101	12	22	96	98	20	99	102
CC(=O)c1cnc2c(-c3ccccc3)c(C)nn2c1C	9	20	93	90	·	-5	92	92	14	92	93
Cc1ccc(S(=O)(=O)NC(=O)CSc2nc3ccccc3s2)cc1	-10	16	99	96	-16	24	95	97	36	97	98
O=C(c1cccc(S(=O)(=O)N2CCc3ccccc3C2)c1)N1CCN(c2ccccc2)CC1	-30	7	96	95	12	3	100	97	6	97	100
O=C(/C=C/c1ccc(Cl)cc1)N1CCN(c2ccccn2)CC1	11	10	101	96	14	12	97	96	23	96	98
CC(C)(C)NCC(O)COc1c(F)cc(Br)cc1F (centres undefined)	-17	5	102	100	-4	9	95	99	7	98	102
CCOc1ccc(NC(=O)CSc2nc(-c3cccs3)cc(C(F)(F)F)n2)c([N+](=O)[O-])c1	-14	11	104	101	15	0	104	103	3	107	107
CC(=C1C(=O)c2ccccc2C1=O)N1CCc2ccccc2C1	-18	30	91	92	-5	·	94	92	9	93	88
CN=c1scc(-c2ccc(F)cc2)n1/N=C/c1ccc(O)c(O)c1	-45	64	94	99	-21	35	107	98	10	99	97
Cn1cnnc1SCC(=O)c1cccc([N+](=O)[O-])c1	3	23	102	97	-4	25	98	97	8	98	102
COc1ccc(S(=O)(=O)CC(=O)Nc2ccccc2Cl)cc1	-2	19	100	98	-16	14	107	99	11	100	101
COC(=O)c1cc(OC)c(OC)cc1NC(=O)CSc1ccc(C)cc1	-2	16	101	98	·	14	98	98	38	98	101
c1ccc(NCc2ccccn2)cc1	-75	11	95	95	-18	-4	103	97	10	99	99
CCSc1nnc(-c2cc(Br)ccc2N)c(=O)[nH]1	-6	10	96	95	·	18	96	97	22	96	100
COc1ccc2c(c1)CC/C(=C\C=C\c1ccccc1OC)C2=O	-14	12	98	98	-5	10	97	97	5	100	99
COc1cc(OC)cc(C(=O)N[C@H](C(=O)Nc2cc(C)cc(C)c2)C(C)C)c1	-17	13	98	95	-25	10	95	94	6	97	99
COc1ccccc1NC(=O)CCN1CCN(C)CC1	9	37	96	97	·	24	101	98	8	99	98
CC1CCc2nc(NC(=O)C3CCCO3)sc2C1 (centres undefined)	-47	13	100	95	1	31	92	99	26	95	99
C/C(=N\NC(=O)c1ccco1)c1ccc(NC(=O)c2ccccc2)cc1	-14	16	?	?	·	-5	?	?	11	?	?
O=C(NCCc1csc(-c2ccccc2)n1)c1ccc(Br)o1	41	27	101	98	·	14	104	101	7	101	100
CCCn1c(C(C)NC(C)=O)nc2ccccc21 (centres undefined)	-3	23	95	93	·	-8	98	95	4	97	97
CCCCCn1c(CN2CCN(Cc3ccccc3)CC2)nc2c1c(=O)n(C)c(=O)n2C	-11	22	105	102	-10	14	100	102	31	103	106
Cc1ccc(NC(=O)NC(=O)N(C(C)C)S(C)(=O)=O)nc1	21	8	99	98	-1	9	97	99	16	101	97
O=C(c1c[nH]c2ccc(S(=O)(=O)N3CCOCC3)cc2c1=O)N1CCN(c2ccccn2)CC1	-25	41	101	96	·	5	94	95	6	96	99
Cc1ccc(SCC(=O)O/N=C(\N)c2cccc([N+](=O)[O-])c2)cc1	33	17	99	97	·	29	98	99	41	98	99
CC(C)CC(=O)NCc1ccc(F)cc1	-17	25	103	100	·	-25	103	103	11	101	105
COc1ccc(OC)c(-c2csc(N(CC3CCCO3)C(=O)Cc3ccccc3)n2)c1 (centres undefined)	-21	23	103	100	·	8	98	98	11	100	102
Cc1ccc(CSC2=NCCN2C(=O)C(C)Oc2ccccc2)cc1 (centres undefined)	-6	9	93	94	-9	4	106	99	24	97	102
CSc1ccccc1C(=O)N1CCOCC1	3	27	99	97	·	0	102	100	37	99	105
CN(C)c1ccc(NC(=O)CN2CCC(N3CCCCC3)CC2)cc1	-17	20	102	100	26	35	99	100	14	99	102
COc1ccc(S(=O)(=O)N2CCC(C(=O)N3CCOCC3)CC2)cc1	-12	14	97	96	·	16	100	97	23	98	98
N#C/C(=C\c1ccc(O)c([N+](=O)[O-])c1)c1nc2ccccc2s1	16	13	88	89	7	66*	100	92	27	91	88
CC(Sc1ccccc1)C(=O)Nc1ccc(S(=O)(=O)N2CCOCC2)cc1 (centres undefined)	-6	23	102	98	·	5	96	100	4	100	101
CC(C)[C@H](NC(=O)Nc1ccccc1F)C(=O)O	-14	32	102	100	·	16	98	101	17	104	103
CCCN(CCC)CCNS(=O)(=O)c1ccc2c(c1)CCN2C(=O)C1CCC1	-11	40	101	100	·	-5	100	102	7	100	104
COCC(=O)NCCSc1c(C)[nH]c2ccccc12	-36	17	101	98	·	-1	100	100	6	102	104
CCC(=O)Nc1cc(-c2nn(C)c(=O)c3ccccc23)ccc1N1CCCCC1	-41	54	98	99	·	2	96	99	20	98	102
Cn1c(N)c(C(=O)c2ccc(C#N)cc2)c(=O)n(C)c1=O	-6	19	107	102	35	17	100	101	10	101	105
CC(=O)Nc1ccc(S(=O)(=O)NCC(=O)OCC(=O)c2cc(C)n(-c3ccc4c(c3)OCO4)c2C)cc1	-70	8	100	101	6	25	96	100	10	98	101
Cc1cccc(/C=C2\Oc3cc(OS(C)(=O)=O)ccc3C2=O)c1	-16	16	99	97	·	12	102	97	18	97	98
COC(=O)C1=C(C)N(C)C(=S)NC1c1ccc(OC)cc1OC (centres undefined)	-22	17	98	98	·	1	99	100	9	99	99
Cc1c(NC(=O)CSc2ccccc2C(=O)Nc2cccnc2)c(=O)n(-c2ccccc2)n1C	-6	14	102	96	16	6	99	101	25	98	95
O=C(NCCc1cn2ccccc2n1)c1cc(COc2c(F)cccc2F)on1	-6	12	107	98	4	6	101	100	10	99	101
COc1cccc(NC(=O)CN(C)C(C)C(=O)Nc2ccc(C(C)=O)cc2)c1 (centres undefined)	50	13	?	?	16	14	?	?	11	?	?
CC(C)CC(=O)NC(=S)NNC(=O)c1ccc(NC(=O)C2CCCCC2)cc1	-120	11	100	96	·	-33	96	96	9	95	101
COc1ccc(NC(=O)Cn2nnc(C(=O)NCCc3ccccc3)c2N)cc1	-29	14	97	97	·	-28	102	100	21	97	97

Profiles, looked up by structure. Order of values: Mcl1-Bid inh	GSH bead fluor	Cdc42 wt	Rac1 act GTP bind	Pf gametocyte	Mcl1 Noxa PPI	Rab7 wt modul	HRas wt GTP bind	Avidin bead fluor	Rab2A wt mod	Rac1 wt modul
`Cn1c(N)c(C(=O)c2ccc(C#N)cc2)c(=O)n(C)c1=O` as listed: -6	19	107	102	35	17	100	101	10	101	105
`CC(C)CC(=O)NC(=S)NNC(=O)c1ccc(NC(=O)C2CCCCC2)cc1` as listed: -120	11	100	96	·	-33	96	96	9	95	101
`COC(=O)C1=C(C)N(C)C(=S)NC1c1ccc(OC)cc1OC` (centres undefined) as listed: -22	17	98	98	·	1	99	100	9	99	99
`O=C(NCCc1cn2ccccc2n1)c1cc(COc2c(F)cccc2F)on1` as listed: -6	12	107	98	4	6	101	100	10	99	101
`COc1ccc(NC(=O)Cn2nnc(C(=O)NCCc3ccccc3)c2N)cc1` as listed: -29	14	97	97	·	-28	102	100	21	97	97

Carrying on.
SMILES	Mcl1-Bid inh	GSH bead fluor	Cdc42 wt	Rac1 act GTP bind	Pf gametocyte	Mcl1 Noxa PPI	Rab7 wt modul	HRas wt GTP bind	Avidin bead fluor	Rab2A wt mod	Rac1 wt modul
CCOC(=O)C1=C(C)NC(C)=C(C(=O)OCC)C1c1cc2ccc(C)cc2[nH]c1=O	-128	23	110	103	28	10	108	109	19	110	105
CC1CCC2(CC1)NC(=O)N(CC(=O)NCc1cccs1)C2=O (centres undefined)	-7	10	103	101	-11	11	104	102	15	100	106
CCc1ccc(/C=C/C(=O)c2ccc(N3CCOCC3)cc2)cc1	-11	20	98	97	-5	4	98	98	16	97	101
COc1cc(-c2nc(-c3ccccc3)c(-c3cccs3)[nH]2)cc(OC)c1O	-29	25	90	94	·	55*	98	90	6	91	93
Cc1cccc(NC(=O)C(NS(=O)(=O)c2ccc3c(c2)CCC(=O)N3)c2ccccc2)n1 (centres undefined)	-27	13	105	104	-22	6	104	105	9	104	110
CN1CCN(C(c2cccc(C(F)(F)F)c2)c2nnnn2Cc2ccccc2)CC1 (centres undefined)	-8	44	96	96	·	6	97	96	5	96	97
CCN1CCN(CC(=O)Nc2cc3c(cc2C(C)=O)OCO3)CC1	58*	25	100	97	6	21	97	99	10	99	100
COc1ccc(CNC2CCCC2)c(OC)c1OC	6	12	100	99	·	-8	95	98	39	96	99

Outcome played no part in choosing rows (roughly 3% active in at least one column).
